# Screening results deposited in PubChem by National Center for Advancing Translational Sciences (NCATS).
# MBNL1 CUG block – MBNL1-poly(CUG) RNA binding inhibition; Q9NR56; TR-FRET MBNL1-His/biotin-(CUG)12 binding, 665/545 ratio; Potency, µM (titrated, usually from 57.5 µM), for inactives: at the highest dose activity change, negative = inhibition, usual class: inhibitors; actives 0.036% (n = 280,000); AID 2675; active = well fitted inhibition curve with a large enough effect in the signal ratio, with a control signal flat, not every such curve was filed as active; inconclusive = small, poorly fitted or top-dose-only effect, or effect the other way, or a change in a side signal; inactive = no such curve, though single readings can be large or run the other way; the % refers to the signal ratio; note: potency is the fitted concentration of half-maximal effect; % is set by controls: 0 for no effect and ±100 for the full control effect
#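 His-tagged MBNL1 binding to biotinylated (CUG)12 RNA was measured by TR-FRET using terbium anti-His antibody (0.055 ng/ul final) and streptavidin-XL665 (5 nM final). Compounds were titrated 92 nM to 58 uM; 60 min at room temperature.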
# PKM2 act – PKM2 (human) enzyme activation. Potency, µM (series often up to 57.5 µM), without a hit: top-dose activation, most hits filed as activators. purified PKM2, Kinase-Glo ATP luminescence, activation; response scale: 0% is enzyme alone, no compound. AID 1631. P14618. actives 0.34% (n = 260,000); note: potency is the fitted concentration of half-maximal effect; % is set by controls: 0 for no effect and ±100 for the full control effect; nearly all actives have a fitted effect of over 55% in size
# Target sequence (P14618 whole entry, looked up): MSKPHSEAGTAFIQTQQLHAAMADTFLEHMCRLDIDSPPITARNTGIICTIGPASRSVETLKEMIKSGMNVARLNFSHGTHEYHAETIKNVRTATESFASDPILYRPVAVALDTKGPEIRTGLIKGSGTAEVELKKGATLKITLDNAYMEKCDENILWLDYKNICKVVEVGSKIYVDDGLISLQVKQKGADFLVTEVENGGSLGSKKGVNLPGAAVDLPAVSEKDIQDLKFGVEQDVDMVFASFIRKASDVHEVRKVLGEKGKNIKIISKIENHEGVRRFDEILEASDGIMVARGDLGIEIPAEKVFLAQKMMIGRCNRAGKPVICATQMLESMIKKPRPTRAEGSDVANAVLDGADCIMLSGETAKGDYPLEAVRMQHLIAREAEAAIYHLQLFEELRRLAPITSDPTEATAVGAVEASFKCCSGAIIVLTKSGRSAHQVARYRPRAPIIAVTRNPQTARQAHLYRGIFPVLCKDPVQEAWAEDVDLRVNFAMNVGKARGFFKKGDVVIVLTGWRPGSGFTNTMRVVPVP
#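 Kinase-Glo luminescence reports ATP generated from ADP (0.1 mM) and PEP (0.5 mM) by purified hPK-M2 after 1 h at room temperature, pH 7.2 imidazole buffer; intermediate enzyme activity allows detecting inhibitors and activators.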
# GALK inh – inhibitors of human galactokinase | actives 0.007% (n = 270,000) | Potency, µM (top dose mostly 57.5 µM), for inactives: at the top dose activity change, negative = inhibition, actives largely listed as inhibitors | Purified GALK, Kinase-Glo residual ATP luminescence | AID 1868 | P51570; note: potency is the fitted concentration of half-maximal effect; % is set by controls: 0 for no effect and ±100 for the full control effect
#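 Galactose (100 uM) and ATP (35 uM) were turned over by 5 nM GALK for 1 h at RT. Kinase-Glo Plus then converted the remaining ATP into a luminescent signal.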
# USP2a inh – USP2a (human) protease inhibition | USP2 core, Ub-CHOP2 coupled fluorogenic reporter, 485/531 | actives 0.01% (n = 330,000) | O75604 | Potency, µM (series often up to 38.3 µM), for the others: at the top dose activity change, negative = inhibition, actives largely listed as inhibitors | AID 463254;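 note: potency is the fitted concentration of half-maximal effect; plate controls were DMSO wells for no effect and full inhibition by NEM control for full effect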
#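 Cell-free coupled assay: 10nM USP2 core preincubated 30min RT with compound in Tris-HCl pH 8.0/CaCl2/CHAPS buffer, then 25nM Ub-CHOP2 and 25nM reporter substrate; fluorescence (Ex 485/Em 531) read after 60min RT, normalized to NEM inhibition, concentration-response curves fitted.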
# hERG WT inh – KCNH2 (human, wildtype) channel inhibition; Q12809; U2OS, BacMam KCNH2, thallium flux FluxOr; active compounds read low; activity change, % at 1.84 µM; actives 0.37% (n = 340,000);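 active = maximum activity change below -70%; inconclusive = maximum activity change between -70% and -50%; inactive = maximum activity change above -50%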; note: % is set by controls: 0 for no effect and ±100 for the full control effect
#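 U2OS cells were transduced with wild-type KCNH2 virus (2.03 x 10^8 / mL) for 4 h at room temperature, then cultured overnight at 37 C. Thallium flux was read with FluxOr dye. Rate constants were normalized to DMSO controls.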
# TSHR antagonist – antagonists of human thyroid stimulating hormone receptor; P16473; TSHR-expressing cells, TSH-stimulated cAMP HTRF, 2 h; active compounds read low; activity change, negative = inhibition, % at 11.5 µM; actives 0.2% (n = 330,000); AID 504810;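 active = activity change below a set negative limit, meaning inhibition stronger than a set level, cut at about -70% in these data; inconclusive = activity change between two set negative limits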; note: % is set by controls: 0 for no effect and ±100 for the full control effect
#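 TSHR-expressing cells were treated with compounds, then stimulated with TSH at EC80 (4nM final) for 2 hours at 37 deg C. Cellular cAMP was measured by HTRF competition between lysate cAMP and cAMP-d2 for a cryptate-labelled anti-cAMP antibody.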
# Mito fusion act – blocks mitochondrial division or promotes mitochondrial fusion; S. cerevisiae fusion-defective mutant growth rescue, CellTiterGlo 48 h; actives 0.23% (n = 320,000); Potency, µM (highest dose often 46.1 µM), for inactives: top-dose growth rescue (activation), actives largely listed as activators;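 note: potency is the fitted concentration of half-maximal effect; % of control where 0% means no effect; nearly all actives have a fitted effect of over 45% in size; temperature-sensitive fusion mutants such as fzo1-1 at 37 °C on non-fermentable ethanol glycerol medium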
#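 Temperature-sensitive fusion-defective S. cerevisiae (e.g. fzo1-1, mgm1-5) were grown with compound in YPEG medium (3% ethanol, 3% glycerol) for 48 hours at 37C. Growth rescue was measured as viability by CellTiterGlo luminescence after 10 minutes at ambient.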
# ASM inhibitor – blocks human secretory acid sphingomyelinase. placental ASM, HMU-PC fluorogenic substrate, 60 min. Potency, µM (doses to about 57.5 µM), inactives show at the top dose activity change, negative = inhibition, usual class: inhibitors. actives 0.006% (n = 340,000); note: potency is the fitted concentration of half-maximal effect
#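 Steps: dispense placental human ASM, pin compound, wait 10 min at room temperature, add HMU-PC0 substrate at 9 uM final, incubate 60 min at 37 °C, add stop solution raising pH to 10, read fluorescence.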
# BCR signal inh – blocks chronic active B-cell receptor signaling; actives 0.05% (n = 340,000); ABC-DLBCL IkBa-CBG/CBR reporter, luminescence ratio, 4 h; Potency, µM (doses to about 46.1 µM), for inactives: at the highest dose ratio change, negative = lower green/red ratio, most hits filed as inhibitors; active = well fitted inhibition curve with a large enough effect in the signal ratio, with a control signal flat, not every such curve was filed as active; inconclusive = small, poorly fitted or top-dose-only effect, or effect the other way, or a change in a side signal; the % refers to the signal ratio;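 note: potency is the fitted concentration of half-maximal effect; plate controls were basal doxycycline-induced cells for no effect and cells given 10 µM MG132 for full effect; MG132 reads +100%, hits lower the ratio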
#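 Concentration-response series (up to 46 uM) were applied to TMD8 dual-reporter cells for 4 h at 37C with doxycycline. Green/red ratio, after filter-overlap correction, defined %Activity; red signal alone was normalised to basal cells and zero luminescence.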
# Eya2 inh – blocks the phosphatase activity of human Eya2; O00167; recombinant Eya2, OMFP fluorescence dephosphorylation (OMFP is methylfluorescein phosphate); Potency, µM (doses to about 76.9 µM), for inactives: top-dose activity, negative = inhibition, actives largely listed as inhibitors; actives 0.006% (n = 330,000); AID 488837; note: potency is the fitted concentration of half-maximal effect; % is set by controls: 0 for no effect and ±100 for the full control effect
#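 Eya2 protein (added as 0.2 uM solution) was preincubated with compound for 10 min at ambient temperature in 50 mM HEPES pH 7.5, 50 mM NaCl, 5 uM MgCl2, 0.05% BSA, 1 mM DTT. OMFP (added at 50 uM) then reacted 10 min; fluorescence read at 485/525 nm.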
# Menin MLL FP TR – inhibitors of human menin-MLL interaction, mutant MLL peptide; O00255; Menin + Texas Red MLL mutant peptide, fluorescence polarization; Potency, µM (series often up to 61.6 µM), for the others: at the highest dose FP activity change, negative = inhibition, usual class: inhibitors; actives 0.23% (n = 270,000); active = well fitted inhibition curve with a large enough effect in the polarisation, with a control signal flat, not every such curve was filed as active; inconclusive = small, poorly fitted or top-dose-only effect, or effect the other way, or a change in a side signal; inactive = no such curve, though single readings can be large or run the other way; the % refers to the polarisation; note: potency is the fitted concentration of half-maximal effect; % of control where 0% means no effect; many of its hits are not listed in these tables
# Target sequence (O00255 whole entry, looked up): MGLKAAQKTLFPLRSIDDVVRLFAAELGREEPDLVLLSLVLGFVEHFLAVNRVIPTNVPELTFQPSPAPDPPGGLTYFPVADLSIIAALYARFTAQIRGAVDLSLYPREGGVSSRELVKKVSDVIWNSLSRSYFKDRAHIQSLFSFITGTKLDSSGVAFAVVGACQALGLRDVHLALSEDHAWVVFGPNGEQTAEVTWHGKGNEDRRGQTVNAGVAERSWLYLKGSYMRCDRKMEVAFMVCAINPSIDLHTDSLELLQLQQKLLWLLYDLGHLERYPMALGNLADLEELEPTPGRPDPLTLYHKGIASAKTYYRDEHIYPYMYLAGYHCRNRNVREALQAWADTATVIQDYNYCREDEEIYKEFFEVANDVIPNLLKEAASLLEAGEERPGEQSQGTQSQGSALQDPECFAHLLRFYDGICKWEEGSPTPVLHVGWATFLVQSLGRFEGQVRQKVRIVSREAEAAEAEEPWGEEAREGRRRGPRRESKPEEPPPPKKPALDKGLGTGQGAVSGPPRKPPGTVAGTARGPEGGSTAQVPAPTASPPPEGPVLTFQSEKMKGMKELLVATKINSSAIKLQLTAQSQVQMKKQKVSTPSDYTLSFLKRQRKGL
# Starred values were filed as active, the others as inactive; ? = inconclusive; nt = no result given; [ ] = another dose, or the depositor's remark. Unless noted, calls come from the whole dose curve; as a rule, active = well fitted curve in the direction sought with a large enough effect; inconclusive = small, poorly fitted or top-dose-only effect, or another doubt; inactive = no such curve, though single readings can be large; an effect the other way counts as inactive or inconclusive. Only part of the results is shown (hit frequency here may not be typical).
no.	mol	MBNL1 CUG block	PKM2 act	GALK inh	USP2a inh	hERG WT inh	TSHR antagonist	Mito fusion act	ASM inhibitor	BCR signal inh	Eya2 inh	Menin MLL FP TR
1	Oc1ccc(/C=N/N2CCCCC2)c(O)c1O	8%	nt	12%	2%	-11	-2	2%	-2%	0%	2%	?
2	O=C(NC(C(=O)c1ccccc1)n1cnccc1=O)c1ccccc1 (stereo not drawn)	-17%	-3%	5%	2%	-8	13	-1%	-2%	-17%	-11%	5%
3	O=C1OC(c2ccccc2)=N/C1=C\N1CCCCC1	?	3%	2%	3%	0	17	0%	1%	?	-3%	23%
4	CC1CCCN(C(=O)Cn2nnc(-c3cccnc3)n2)C1 (stereo not drawn)	-7%	13%	6%	1%	-4	2	3%	7%	6%	-3%	-7%
5	Cc1cc(C)c2c3c(sc2n1)C1(CCSCC1)C(C#N)=C(N)O3	-4%	-15%	-3%	0%	1	-12	12%	-18%	-1%	3%	-11%
6	COc1ccc(NS(=O)(=O)c2cccc(C(=O)NNC(=O)c3cncc(Br)c3)c2)cc1	nt	nt	nt	2%	0	-5	3%	-2%	-11%	-35%	nt
7	COc1ccccc1NS(=O)(=O)c1cccc(C(=O)N/N=C/c2ccc(OCC(=O)O)cc2)c1	7%	-1%	0%	3%	-1	-3	-3%	-6%	-2%	1%	-1%
8	Cc1ccc(S(=O)(=O)N(C)CC(=O)NC2CCCC2)cc1	2%	1%	3%	4%	4	-5	0%	4%	?	12%	-3%

# Later entries.
no.	mol	MBNL1 CUG block	PKM2 act	GALK inh	USP2a inh	hERG WT inh	TSHR antagonist	Mito fusion act	ASM inhibitor	BCR signal inh	Eya2 inh	Menin MLL FP TR
9	Cc1cc(C)c(NC(=O)C2CCC(=O)N2)c(C)c1 (stereo not drawn)	5%	3%	-1%	0%	0	2	7%	1%	3%	9%	11%
10	CCCC(C(=O)NC1CCCC1)N(C(=O)Cn1nnc(-c2ccc(C)o2)n1)c1ccccc1F (stereo not drawn)	-4%	2%	0%	0%	6	8	1%	0%	10%	-3%	-15%
11	O=C(CC1(O)C(=O)N(CN2CCOCC2)c2ccccc21)c1ccccc1 (stereo not drawn)	6%	4%	3%	nt	4	nt	11%	1%	nt	nt	-16%
12	Nc1cccc(/C=C/C(=O)O)c1	-5%	1%	-1%	1%	-16	-6	4%	0%	1%	7%	nt
13	CCn1cc(C(=O)NN)c(=O)c2cc(F)c(N3CCCCC3)cc21	-1%	nt	0%	3%	-2	-14	0%	-1%	-1%	9%	?
14	O=C(COc1ccc(-n2cnnn2)cc1)Nc1ccc(F)c(Cl)c1	nt	nt	nt	1%	4	9	nt	-1%	?	-12%	nt
15	O=C(NC1CCOCC1)C1CCC(=O)N(CCc2cccc(F)c2)C1 (stereo not drawn)	3%	1%	1%	3%	2	-2	0%	-3%	0%	-1%	nt
16	O=C(NCCCc1ccccc1)c1cc(COc2ccc(F)cc2Cl)on1	-1%	nt	-1%	0%	2	-22	17%	-3%	1%	-2%	25%

# Next structures:
no.	mol	MBNL1 CUG block	PKM2 act	GALK inh	USP2a inh	hERG WT inh	TSHR antagonist	Mito fusion act	ASM inhibitor	BCR signal inh	Eya2 inh	Menin MLL FP TR
17	CCCOc1ccc(C(=O)C(CCC(CNCC)C(=O)c2ccc(OCCC)cc2)CNCC)cc1 (stereo not drawn)	-20%	-1%	2%	4%	-43	8	-22%	-5%	?	-6%	?
18	Cc1ccc(OCC(O)CN2CCc3ccccc3C2)c(C)c1 (stereo not drawn)	1%	nt	1%	-1%	14	4	-7%	78%	-4%	-18%	nt
19	O=C(CN1CCN(S(=O)(=O)c2ccc(F)c(Cl)c2)CC1)N1CCNC1=O	nt	nt	nt	0%	2	2	-4%	1%	0%	-8%	nt
20	CCOc1ccc([C@@H]2CC=C(C(=O)O)[C@H](c3ccc(F)cc3)N2S(=O)(=O)c2ccc(C)cc2)cc1	nt	nt	nt	-5%	3	-9	-4%	-8%	5%	-3%	nt
21	COc1ccc(NC(=O)N[C@@H](CCSC)C(=O)O)cc1Cl	0%	9%	2%	3%	-6	0	-4%	3%	4%	14%	-1%
22	COc1ccccc1C(=O)Nc1ccc2c(c1)nc1n2CCN(Cc2ccccc2)C1	6%	7%	2%	0%	-6	-2	-19%	8%	-6%	-3%	?
23	Cc1cc(NC(=O)CSCC(=O)Nc2nc3ccc(F)cc3s2)no1	nt	nt	nt	1%	-4	-8	3%	-1%	-5%	-5%	nt
24	CNC(=O)c1csc(-c2ccc(C)cc2)n1	3%	-4%	-1%	4%	-2	0	3%	2%	2%	-14%	-10%

# Next part.
no.	mol	MBNL1 CUG block	PKM2 act	GALK inh	USP2a inh	hERG WT inh	TSHR antagonist	Mito fusion act	ASM inhibitor	BCR signal inh	Eya2 inh	Menin MLL FP TR
25	CC(C)C(C)NC(=O)COc1ccc(S(=O)(=O)N2CCOCC2)cc1[N+](=O)[O-] (stereo not drawn)	nt	-5%	1%	1%	-2	-11	-4%	-1%	3%	-2%	0%
26	COc1ccccc1Oc1ccc(N/C=C/C(=O)c2ccc(C)o2)cc1	13%	?	2%	1%	3	-8	-1%	20%	?	-7%	14%
27	COCCNC(=O)Cn1cnc2sc(C)c(S(=O)(=O)N3CCC(C)CC3)c2c1=O	-9%	-15%	3%	1%	-1	13	2%	1%	?	-10%	0%
28	Cc1ccc(-n2c(SCC(N)=O)nc3c([nH]c4ccccc43)c2=O)cc1	?	10%	1%	7%	10	6	0%	-1%	?	-3%	17%
29	O=C(CCC1CCCC1)NNC(=O)COc1ccc(Br)cc1	nt	nt	nt	-2%	-2	1	nt	0%	0%	-18%	nt
30	CC(C)C(=O)Nc1nnc(S(=O)(=O)N2c3ccccc3CC2C)s1 (stereo not drawn)	0%	9%	nt	-3%	-1	-5	0%	1%	-9%	-6%	2%
31	N#Cc1c(SCC(=O)Nc2cccc(F)c2)sc2c(O)cc(=O)[nH]c12	?	7%	2%	-1%	-1	-3	-2%	-3%	23%	-2%	?
32	C[C@H](CO)N1C[C@H](C)[C@@H](CN(C)S(=O)(=O)c2ccccc2)Oc2ccc(NC(=O)NC3CCCCC3)cc2C1=O	nt	nt	nt	3%	-2	-7	nt	4%	-2%	6%	nt

# Part of the list above in order of number of heavy atoms, low to high.
no.	mol	MBNL1 CUG block	PKM2 act	GALK inh	USP2a inh	hERG WT inh	TSHR antagonist	Mito fusion act	ASM inhibitor	BCR signal inh	Eya2 inh	Menin MLL FP TR
9	Cc1cc(C)c(NC(=O)C2CCC(=O)N2)c(C)c1 (stereo not drawn)	5%	3%	-1%	0%	0	2	7%	1%	3%	9%	11%
15	O=C(NC1CCOCC1)C1CCC(=O)N(CCc2cccc(F)c2)C1 (stereo not drawn)	3%	1%	1%	3%	2	-2	0%	-3%	0%	-1%	nt
7	COc1ccccc1NS(=O)(=O)c1cccc(C(=O)N/N=C/c2ccc(OCC(=O)O)cc2)c1	7%	-1%	0%	3%	-1	-3	-3%	-6%	-2%	1%	-1%

# (list continues)
no.	mol	MBNL1 CUG block	PKM2 act	GALK inh	USP2a inh	hERG WT inh	TSHR antagonist	Mito fusion act	ASM inhibitor	BCR signal inh	Eya2 inh	Menin MLL FP TR
33	COC(=O)c1ccc(CNC(=O)CSC2=NCCS2)cc1	-2%	-30%	2%	-3%	7	8	1%	2%	-7%	-2%	5%
34	Brc1cc(Br)c2nc(-c3cccs3)ccc2c1	125%[activator]	3%	0%	-2%	3	-1	1%	-9%	13%	7%	nt
35	CC(C)N1CCC(N2CCN(Cc3ccc4nonc4c3)CC2CCO)CC1 (stereo not drawn)	?	-3%	5%	0%	25	3	-4%	4%	5%	?	nt
36	NCCNC(=O)c1c(NC(=O)c2ccccc2)sc2c1CCCC2	7%	-5%	-6%	0%	-3	-4	-6%	0%	?	?	15%
